High-throughput results as filed in PubChem.
Vif-APOBEC3F blk: qHTS for Inhibitors of Vif-A3F Interactions: qHTS. HeLa A3F-eYFP + Vif (tagged APOBEC3F with the HIV-1 protein that degrades it), YFP fluorescence increase. Potency, µM (top dose mostly 46.1 µM), for the others: at the top dose activity, negative = active. 390,000 compounds, 0.2% hits. AID 602313, 2012; further: potency means the concentration at half of the fitted maximal effect; % of control where 0% means no effect; nearly all actives have a fitted effect of over 65% in size
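HeLa cells stably expressing A3F-eYFP plus Vif, plated and incubated overnight at 37 deg C, then exposed to compounds overnight at 37 deg C. Blocked degradation read as raised yellow fluorescence (Ex 488/Em 500-530).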
TrxR1 substrate: qHTS Assay for Substrates of Mammalian Selenoprotein Thioredoxin Reductase 1 (TrxR1): qHTS. Thioredoxin reductase 1, cytoplasmic (Rattus norvegicus), O89049. purified TrxR1 substrate turnover, NADPH consumption readout. Potency, µM (titrated, usually from 114 µM), inactives show top-dose activity change, negative = substrate turnover. 390,000 compounds, 0.01% hits. AID 588456, 2011; further: potency means the concentration at half of the fitted maximal effect; on the % scale 0 is the no-effect control and ±100 the full control effect; nearly all actives have a fitted effect of over 50% in size
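Rat TrxR1, dispensed at 90 nM, was prereduced with 400 uM NADPH (final) for 5 min at ~22 deg C, then incubated with compound 15 min before 400 uM selenite. A first-read NADPH fluorescence drop versus no-compound background flagged substrates.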
Glioma ERSR ind: qHTS for Inducers of the Endoplasmic Reticulum Stress Response (ERSR) in Human Glioma: qHTS; 420,000 compounds, 0.02% hits; U87-MG GRP78 promoter luciferase reporter, 16 h; Potency, µM, inactives show at the top dose activation, usual class: activators; AID 602332, 2012; further: potency means the concentration at half of the fitted maximal effect; series mostly up to about 76 µM; % of control where 0% means no effect; nearly all actives have a fitted effect of over 35% in size
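ERSR induction read as luciferase luminescence (Bright-Glo, 10 min at room temperature) in stably transfected human U87-MG glioma cells exposed to compounds for 16 h, using GRP78 as sensor.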
Vif-APOBEC3G blk: qHTS for Inhibitors of Vif-A3G Interactions: qHTS; DNA dC->dU-editing enzyme APOBEC-3G (Homo sapiens), Q9HC16; HeLa A3G-eYFP + Vif (tagged APOBEC3G with the HIV-1 protein that degrades it), YFP fluorescence, overnight; Potency, µM (top dose mostly 46.1 µM), without a hit: at the top dose activity, negative = active, most hits filed as inhibitors; 410,000 compounds, 0.076% hits;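 further: potency means the concentration at half of the fitted maximal effect; on the % scale 0 is the no-effect control and ±100 the full control effect; nearly all actives have a fitted effect of over 60% in size; hits raise eYFP signal because A3G escapes Vif-driven loss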
Target sequence (Q9HC16 whole entry, looked up): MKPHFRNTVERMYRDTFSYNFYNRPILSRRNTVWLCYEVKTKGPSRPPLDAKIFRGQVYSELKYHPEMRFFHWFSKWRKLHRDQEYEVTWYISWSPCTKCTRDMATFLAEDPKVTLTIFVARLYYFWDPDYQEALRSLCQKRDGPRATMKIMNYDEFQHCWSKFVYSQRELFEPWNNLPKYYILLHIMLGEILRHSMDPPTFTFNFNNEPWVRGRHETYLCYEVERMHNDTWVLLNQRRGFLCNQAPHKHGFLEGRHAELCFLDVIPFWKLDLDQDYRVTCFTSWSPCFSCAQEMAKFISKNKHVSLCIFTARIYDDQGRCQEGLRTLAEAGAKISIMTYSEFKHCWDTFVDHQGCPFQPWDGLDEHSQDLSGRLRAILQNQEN
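HeLa cells stably expressing Vif and C-terminally eYFP-tagged A3G, seeded overnight at 37 deg C, then exposed to compound by pintool overnight at 37 deg C. Rise in yellow fluorescence (Ex 488/Em 500-530, Acumen) marks blocked Vif-driven A3G degradation.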
RGS4 inh: Inhibitors of Regulator of G Protein Signaling (RGS) 4: qHTS; Regulator of G-protein signaling 4 (Homo sapiens), P49798; Transcreener GDP fluorescence polarization, RGS4-accelerated GTP hydrolysis; Potency, µM (highest dose often 114 µM), without a hit: at the highest dose activity change, negative = inhibition, usual class: inhibitors; 390,000 compounds, 0.039% hits; AID 504845, 2011; further: potency means the concentration at half of the fitted maximal effect; on the % scale 0 is the no-effect control and ±100 the full control effect; nearly all actives have a fitted effect of over 75% in size; some results filed as inactive show a strong effect at the top dose
Target sequence (P49798 whole entry, looked up): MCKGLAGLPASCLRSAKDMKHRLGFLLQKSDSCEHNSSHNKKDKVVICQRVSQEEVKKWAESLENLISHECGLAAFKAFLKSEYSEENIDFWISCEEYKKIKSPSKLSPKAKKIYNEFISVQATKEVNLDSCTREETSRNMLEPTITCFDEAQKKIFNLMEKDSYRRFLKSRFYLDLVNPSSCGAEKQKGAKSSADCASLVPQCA
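MLSMR compounds (23 nl, pin-transferred) preincubated 10 min at room temperature with a 500nM (2x) first reagent, then RGS4 at 900nM (2x) plus Transcreener GDP mix added; fluorescence polarization (620/688 nm) read before and after 90 min at 30 °C.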
LDHA inh: qHTS assay for inhibitors of human lactate dehydrogenase; 480,000 compounds, 0.15% hits; L-lactate dehydrogenase A chain (Homo sapiens), P00338; purified LDHA, NADH/diaphorase-resazurin fluorescence; active compounds read low; activity change, % (values are at about 110 or 230 µM); AID 1347041, 2019; in the data active means activity change below about -30%; inconclusive means mostly about -25% to -30%;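 further: plate controls were DMSO wells for no effect and wells without enzyme for full effect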
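Resorufin fluorescence (ex540/em590), read at 0 and 20 min after diaphorase/resazurin addition, reports the NADH left after a 5 min room-temperature reaction of 2 nM human LDH5 with 0.06 mM NADH and 0.2 mM pyruvate.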
rTrxR1 inhibitor: qHTS Assay for Inhibitors of Mammalian Selenoprotein Thioredoxin Reductase 1 (TrxR1): qHTS. Potency, µM (highest dose often 114 µM), for inactives: at the highest dose activity change, negative = inhibition, most hits filed as inhibitors. 390,000 compounds, 1% hits. recombinant rTrxR1, NADPH fluorescence consumption, selenite substrate. Thioredoxin reductase 1, cytoplasmic (Rattus norvegicus), O89049; further: potency means the concentration at half of the fitted maximal effect; on the % scale 0 is the no-effect control and ±100 the full control effect; nearly all actives have a fitted effect of over 65% in size
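Rat TrxR1 (90 nM in the dispensed reagent) was pre-reduced with 400 uM NADPH for 5 min at room temperature, then incubated with compound for 15 min. After 400 uM selenite was added, NADPH fluorescence (Ex 340/Em 450 nm) was followed for 8 min.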
mIDH1 inhibitor: qHTS for Inhibitors of mutant isocitrate dehydrogenase 1 (IDH1): qHTS; Isocitrate dehydrogenase [NADP] cytoplasmic (Homo sapiens), O75874; IDH1-R132H enzyme, NADPH consumption, diaphorase/resazurin fluorescence; Potency, µM (titrated, usually from 76.6 µM), for inactives: at the highest dose activity change, negative = inhibition, actives largely listed as inhibitors; 390,000 compounds, 0.093% hits; AID 602179, 2012; further: potency means the concentration at half of the fitted maximal effect; on the % scale 0 is the no-effect control and ±100 the full control effect; nearly all actives have a fitted effect of over 65% in size
Target sequence (O75874 whole entry R132H, stated change not applied): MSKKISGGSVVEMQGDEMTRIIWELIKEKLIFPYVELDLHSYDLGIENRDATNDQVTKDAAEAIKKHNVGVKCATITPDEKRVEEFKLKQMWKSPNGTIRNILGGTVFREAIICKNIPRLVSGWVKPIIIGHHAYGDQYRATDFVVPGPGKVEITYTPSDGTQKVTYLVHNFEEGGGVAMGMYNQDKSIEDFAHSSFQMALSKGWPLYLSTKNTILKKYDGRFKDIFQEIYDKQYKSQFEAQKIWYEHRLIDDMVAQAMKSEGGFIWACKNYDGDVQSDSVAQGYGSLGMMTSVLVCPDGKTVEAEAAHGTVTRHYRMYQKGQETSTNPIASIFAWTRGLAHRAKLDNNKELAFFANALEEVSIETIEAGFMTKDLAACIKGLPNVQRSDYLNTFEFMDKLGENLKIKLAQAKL
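IDH1-R132H (0.5 ug/mL dispensed) in pH 7.5 Tris buffer was preincubated 30 min with compound, then given a substrate mix of 0.016 mM NADPH and 2 mM alpha-KG for 80 min at room temperature; remaining NADPH was read by diaphorase/resazurin fluorescence.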
USP1-UAF1 inh: Inhibitors of USP1/UAF1: Primary Screen; Potency, µM (highest dose often 57.1 µM), without a hit: top-dose activity change, negative = inhibition, hits mostly inhibitors; AID 743255, 2014; 390,000 compounds, 0.23% hits; recombinant USP1/UAF1, Ub-Rhodamine cleavage fluorescence; further: potency means the concentration at half of the fitted maximal effect; on the % scale 0 is the no-effect control and ±100 the full control effect; nearly all actives have a fitted effect of over 60% in size; inactives centre near -12
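USP1/UAF1 complex at 1 nM was preincubated with compound for 15 min at room temperature, then Ub-Rho substrate (150nM final) was added. Fluorescence (480/540 nm) was read kinetically, 6 reads every 60 seconds.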
The depositor's hits bear a star; ? = inconclusive; [ ] = remark or other dose. Unless noted, the call rests on the fitted dose curve; in most records, active means well fitted curve in the direction sought with a large enough effect; inconclusive means small, poorly fitted or top-dose-only effect, or another doubt; inactive means no such curve, though single readings can be large; an effect the other way counts as inactive or inconclusive. These rows are one share of the data; the hit share may differ from the screen's.

SMILES	Vif-APOBEC3F blk	TrxR1 substrate	Glioma ERSR ind	Vif-APOBEC3G blk	RGS4 inh	LDHA inh	rTrxR1 inhibitor	mIDH1 inhibitor	USP1-UAF1 inh
CCOc1ccc(CCNC(=O)COC(=O)CCc2cc(OC)c(OC)c(OC)c2)cc1OCC	-10.2%	-3.5%	-4.8%	0.5%	6.4%	-0.6	-0.8%	3.6%	-10.3%
COc1ccc(OC)c(NC(=O)COC(=O)Cc2ccc(Br)cc2)c1	2.3%	-6.2%[57.1 µM]	-3.1%	0.7%	-6.1%	5.1	39.8%[activator][57.1 µM]	8.9%	?
CC(C)(C)OC(=O)COc1ccc(/C=N/NC(=O)CN2CCCCC2)cc1	-17.3%	-0.2%	2.5%	1.6%	19.0%	-2.1	3.5%	17.3%	-18.9%
CC(=O)c1c(C)[nH]c(C(=O)NCc2ccccc2)c1C	-2.1%	-6.7%	-2.9%	-0.1%	-14.2%	-8.8	-2.7%	4.6%	-2.3%
C=CCNc1nc(N)c(C(=C(C#N)C#N)c2ccccc2)s1	-15.9%	119.4%[activator]	-5.9%	-2.4%	-44.4%	15.3	?	0.2%	-22.9%
CCOc1cc(C(=O)Nc2ccc(S(=O)(=O)N3CCCCC3)cc2)ccc1OCC(=O)N1CCOCC1	2.1%	-5.2%	-2.5%	-1.5%	-2.9%	-6.0	8.5%	-8.8%	-4.9%
Cc1cc(C)cc(NC(=O)c2nnn(Cc3cccc(Br)c3)c2N)c1	-6.0%	14.7%	3.8%	?	-4.7%	-12.3	-18.3%	-4.1%	-3.8%
CCOc1ccccc1Nc1ccnc2cc(Cl)ccc12	?	4.0%	-4.9%	-22.4%	-16.7%	0.5	17.1%	14.3%	-16.5%
COc1cccc(CN(CC2CCCO2)C(=O)c2cc3ccccc3oc2=O)c1 (stereo not drawn)	3.9%	4.6%	-1.0%	-1.9%	20.2%	-8.1	29.7%	2.1%	-8.5%
CCn1c(CSCc2ccc(F)cc2)nnc1SCC(=O)N1CCN(c2ccccc2)CC1	-4.4%	-1.0%	-6.0%	1.1%	-13.5%	-3.8	-32.7%	6.8%	-21.3%
COc1ccc(C2C(C#N)C(C#N)N3CCCN23)cc1 (stereo not drawn)	0.2%	10.7%	-3.3%	0.2%	24.6%	-3.7	13.7%	1.5%	-3.1%
Cc1cccc(C(=O)NCC(=O)NCC(c2ccco2)N2CCCCC2)c1 (stereo not drawn)	-14.9%	-16.6%	-4.8%	0.2%	-27.4%	-1.2	-27.8%	3.9%	-13.7%
COc1ccc(S(=O)(=O)N2CCCC(C(=O)NCc3ccc4c(c3)OCO4)C2)cc1 (stereo not drawn)	4.7%	-5.8%	3.3%	-0.2%	-4.7%	-3.2	8.7%	7.0%	-6.1%
COc1ccccc1N1CCN(C(=O)Cn2cnc3onc(-c4ccc(F)cc4)c3c2=O)CC1	0.2%	-5.1%	-1.2%	1.1%	8.8%	-3.4	22.2%	-5.2%	-15.9%
COc1ccc(NC(=O)COC(=O)CCCC2=NS(=O)(=O)c3ccccc3N2)cc1	3.9%	-2.7%	-3.6%	-0.6%	-22.1%[56.9 µM]	-1.0	17.1%	7.1%	-24.8%
CCC1CCCCN1C(=O)c1cc2c(=O)n3cccc(C)c3nc2s1 (stereo not drawn)	-6.8%	70.0%[activator]	0.2%	1.6%	-4.8%	5.9	22.4%	0.0%	-19.1%
CC(=O)Nc1ccc(S(=O)(=O)N(C)CC(=O)NNC(=O)Cc2nc3ccccc3n2C)cc1	-2.3%	4.5%[11.4 µM]	-5.3%	-2.8%	-18.8%	5.3	4.2%[11.4 µM]	3.6%	-14.3%
Cc1cc(C)n(-c2nc(N(c3ccccc3)c3ccccc3)nc(-n3nc(C)cc3C)n2)n1	-3.0%	4.7%	1.2%	1.8%	5.4%	7.2	18.9%	?	-18.1%
Cc1ccc(NCc2ccncc2)c(Br)c1	6.1%	-1.9%[57.1 µM]	-1.3%	-2.5%	-8.3%	-17.5	11.0%[57.1 µM]	0.7%	-16.1%
Cc1ccc(-n2cnc3cc(C(=O)NCc4ccc(F)cc4)ccc32)c(C)c1	-2.3%	-3.8%[57.1 µM]	-0.9%	2.0%	6.0%	2.3	14.6%[57.1 µM]	-8.8%	-7.9%
Cc1nc(-c2ccc(F)cc2)sc1CCNC(=O)c1ccccc1C(F)(F)F	-2.3%	-7.3%[57.1 µM]	0.2%	-0.7%	-15.0%	-0.8	-9.9%[57.1 µM]	24.6%	-6.4%
COc1ccc(-c2cc3ccccc3s2)cc1[C@H]1[C@H]2C=CC[C@@H](C)[C@@H]2C(=O)N1Cc1ccccc1	0.0%	7.7%	0.2%	1.4%	-5.2%	0.6	8.1%	-2.0%[38.3 µM]	-31.8%
Cc1ccccc1-c1ccccc1CN1[C@@H](C(C)C)COCCS1(=O)=O	-11.7%	3.9%	-2.0%	-0.4%	-14.8%	9.9	2.1%	20.4%	-21.6%
CCn1c(SCC(=O)Nc2ccccc2F)nnc1-c1ccoc1C	5.5%	-0.3%	-1.5%	-0.2%	1.5%	-6.0	-8.1%	4.9%	-21.2%
C=CCNCCCCOc1cccc(Br)c1	-5.6%	10.6%[57.1 µM]	-4.7%	-1.5%	27.4%	?	11.1%[57.1 µM]	19.7%	-8.0%
O=C(c1ccc2[nH]c(=O)c(=O)[nH]c2c1)N1CCN(c2ccccc2)CC1	-0.1%	-2.0%	-6.4%	-6.6%	26.0%[11.4 µM]	1.5	-12.8%	-5.4%	-9.1%
Cc1cc(S(=O)(=O)N2CCN(c3ncccn3)CC2)ccc1-n1cnnn1	-8.6%	-4.1%	-2.3%	1.4%	-18.9%	-3.1	-7.1%	8.1%	-7.0%
CCCCCCNC(=O)CCNC(=O)c1cc(OC)c(OC)c(OC)c1	-10.2%	4.2%	-2.5%	2.5%	-28.1%	-1.9	12.5%	5.5%	-7.6%
CC1(C)Cc2nc3oc4c(=O)n(CC(=O)Nc5ccccc5)cnc4c3cc2CO1	-8.8%	-0.4%	-8.1%	-8.9%	-13.8%	-2.5	18.8%	6.6%	-19.0%
Cc1cc(NC(=O)/C=C/c2ccco2)ccc1NC(=O)c1ccccc1	-2.6%	-1.9%[57.1 µM]	-1.2%	-4.6%	3.8%	-2.3	-3.1%[57.1 µM]	-4.8%	-10.8%
C/C(=N\OCC(=O)NC12CC3CC(CC(C3)C1)C2)c1cc2ccccc2o1	-18.9%	-3.7%	2.0%	-7.9%	0.7%	-1.3	10.5%	0.0%	-18.7%
COc1cccc(C(=O)Nc2ccc3nc4n(c(=O)c3c2)CCCC4)c1	6.9%	3.9%	4.7%	-3.7%	-12.4%	-1.0	10.6%	1.8%	-23.1%
Cn1nnnc1SCC(=O)c1ccco1	5.1%	11.8%[57.1 µM]	-1.9%	1.7%	-48.3%	-4.4	-4.3%[57.1 µM]	6.1%	-13.2%
O=S(=O)(Nc1ccc(Cl)cn1)c1ccc(F)cc1	-1.1%	5.7%	-2.7%	3.7%	12.2%	-4.6	17.9%	-2.1%	-24.5%
CCOc1ccc(/C=N/NC(=O)C2CCCC2)c(OCC)c1	2.8%	-0.4%	3.5%	1.6%	-6.1%	-0.9	7.2%	-8.1%	-18.1%
CC(C)Sc1sc(C(=O)O)c(-c2ccc(Cl)cc2)c1C#N	2.3%	11.9%[57.1 µM]	-2.2%	0.9%	-15.4%	-2.8	7.5%	-1.7%	-6.7%
CN(C)S(=O)(=O)Oc1ccc(C(=O)Nc2cccc(C(F)(F)F)c2)cc1	0.1%	-11.1%	0.0%	0.2%	23.5%	2.0	13.6%	-1.3%	-9.9%
O=C(NCc1ccco1)c1ccc2c(c1)N(Cc1ccc(F)cc1)C(=O)c1ccccc1S2=O (stereo not drawn)	1.7%	-3.7%	-1.4%	-1.9%	12.2%	-5.6	28.3%	-6.6%	-20.6%
CCn1c(=O)c(C(=O)CN2c3ccccc3CC2C)c(N)n(Cc2ccccc2)c1=O (stereo not drawn)	-3.7%	-0.6%[57.1 µM]	-2.8%	-7.2%	-8.9%	-4.5	-8.5%	4.2%	-11.7%
